Compound activity (PubChem)
DAX1 inh-1 = DAX1 (NR0B1) inhibitors, primary screen, cell-based, HEK293, Gal4-DAX1, luciferase luminescence; inhibition, % at 6.75 µM; actives 0.99% (n = 340,000); Nuclear receptor subfamily 0 group B member 1 (Homo sapiens), P51843; AID 504766, 2011; HEK293 Gal4-DAX1 luciferase reporter;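 active means inhibition above the mean over all tested compounds plus 3 SD, cut at about 4.2% in these data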;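 further: 0% = DAX1-transfected cells with DMSO and 100% = empty-vector control cells with DMSO; inhibition shows as a rise in luminescence from relieved DAX1 repression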
hgDAF-12 ag = H. glycines DAF-12 receptor agonists, primary screen, cell-based, luminescence, HEK293, GAL4 fusion, UAS-luciferase; HEK293 GAL4-hgDAF12 UAS-luciferase reporter, agonist luminescence; normalized to butyrate control; AID 687014, 2013; actives 1.8% (n = 370,000); Nuclear hormone receptor DAF-12 (Heterodera glycines), GAL4 fusion; activation, % at 6.8 µM;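 active means activation above a cutoff set at the mean of all screened compounds plus 3 SD, cut at about 10% in these data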;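 further: 0% = DMSO wells and 100% = sodium butyrate wells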
PLCg1 inh = PLC-gamma1 enzyme inhibitors, primary screen, biochemical, fluorescence, purified enzyme; inhibition, % at 12.2 µM; 1-phosphatidylinositol 4,5-bisphosphate phosphodiesterase gamma-1 (Homo sapiens), P19174; fluorogenic substrate; actives 0.84% (n = 370,000); AID 720700, 2013; in the data active means inhibition above about 9.5%
Target sequence (P19174 whole entry, looked up): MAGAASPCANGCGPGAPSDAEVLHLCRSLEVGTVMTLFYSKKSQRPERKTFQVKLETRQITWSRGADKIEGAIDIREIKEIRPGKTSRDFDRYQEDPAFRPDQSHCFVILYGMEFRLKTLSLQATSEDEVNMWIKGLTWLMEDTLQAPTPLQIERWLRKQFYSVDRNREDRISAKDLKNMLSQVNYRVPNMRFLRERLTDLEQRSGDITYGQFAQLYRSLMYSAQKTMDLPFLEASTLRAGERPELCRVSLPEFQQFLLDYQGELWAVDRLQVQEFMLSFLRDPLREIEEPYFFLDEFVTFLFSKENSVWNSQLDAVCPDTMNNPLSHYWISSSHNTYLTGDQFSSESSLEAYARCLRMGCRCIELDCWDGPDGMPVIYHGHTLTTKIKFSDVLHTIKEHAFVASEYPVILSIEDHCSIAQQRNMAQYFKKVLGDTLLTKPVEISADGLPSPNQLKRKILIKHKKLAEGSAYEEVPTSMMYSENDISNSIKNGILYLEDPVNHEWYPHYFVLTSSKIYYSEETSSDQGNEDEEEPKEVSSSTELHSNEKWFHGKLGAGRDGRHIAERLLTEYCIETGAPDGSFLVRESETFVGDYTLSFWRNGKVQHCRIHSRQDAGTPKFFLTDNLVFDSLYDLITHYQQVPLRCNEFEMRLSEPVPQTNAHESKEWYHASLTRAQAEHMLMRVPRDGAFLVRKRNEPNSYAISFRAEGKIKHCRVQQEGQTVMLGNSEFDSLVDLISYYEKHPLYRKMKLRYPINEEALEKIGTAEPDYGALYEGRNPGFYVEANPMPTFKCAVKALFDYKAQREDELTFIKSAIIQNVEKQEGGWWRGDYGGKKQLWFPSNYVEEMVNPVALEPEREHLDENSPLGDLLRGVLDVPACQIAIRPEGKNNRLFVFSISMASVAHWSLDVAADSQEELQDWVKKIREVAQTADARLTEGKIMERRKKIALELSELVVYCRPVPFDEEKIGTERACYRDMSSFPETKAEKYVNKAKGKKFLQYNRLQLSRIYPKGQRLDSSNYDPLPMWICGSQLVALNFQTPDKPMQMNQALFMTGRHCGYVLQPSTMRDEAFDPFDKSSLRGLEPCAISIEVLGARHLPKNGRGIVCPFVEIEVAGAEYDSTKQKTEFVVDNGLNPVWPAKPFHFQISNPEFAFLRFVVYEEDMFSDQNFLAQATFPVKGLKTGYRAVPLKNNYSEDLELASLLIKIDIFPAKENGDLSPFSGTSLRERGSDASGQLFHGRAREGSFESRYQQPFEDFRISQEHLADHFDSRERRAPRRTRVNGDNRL
DAX1 inh-2 = DAX1 (NR0B1) inhibitors on StAR promoter, primary screen, cell-based, luminescence, SF-1 (NR5A1), full-length DAX-1; inhibition, % at 6.8 µM; AID 652010, 2013; HEK293T StAR-luciferase reporter, SF-1/DAX-1 repression relief; actives 1.1% (n = 370,000);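 active means inhibition above the mean over all tested compounds plus 3 SD, cut at about 3.6% in these data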;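 further: 0% = DAX-1 cells with DMSO and 100% = cells lacking DAX-1 with DMSO; higher inhibition means more luminescence from relief of DAX-1 repression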
MBD2 inh = inhibitors of MBD2 binding to methylated DNA, primary screen, biochemical, TR-FRET, DNA-binding domain, human | actives 0.31% (n = 370,000) | inhibition, % at 4.4 µM | AID 686964, 2013 | MBD2 binding to methylated oligonucleotide; in the data active means inhibition above about 13%
PLC-beta3 inh = human PLC-beta3 inhibitors, primary screen, biochemical, fluorescence; 1-phosphatidylinositol 4,5-bisphosphate phosphodiesterase beta-3 (Homo sapiens), Q01970; Purified PLC-beta3, fluorogenic substrate; inhibition, % at 12.2 µM; actives 0.18% (n = 370,000); AID 720704, 2013; in the data active means inhibition above about 11%;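 further: 0% = median of compound wells on plate and 100% = full blocker control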
ADAM17 inh = ADAM17 inhibitors, primary screen, biochemical, QFRET | Disintegrin and metalloproteinase domain-containing protein 17 (Homo sapiens), P78536 | recombinant ADAM17, EDANS/DABCYL FRET peptide cleavage | inhibition, % at 6.95 µM | actives 0.83% (n = 370,000) | AID 720648, 2013;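 active means inhibition above the mean of compounds lying between control limits plus 3 SD, set per campaign, cut at about 8.5% in these data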;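 further: 0% = DMSO-only wells as the low control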
hcDAF-12 act = H. contortus DAF-12 nuclear receptor activators, primary screen, cell-based, luminescence, HEK293, lit1-tk-luc reporter | HEK293 hcDAF-12 lit1-tk-luc reporter; 0% DMSO, 100% Δ7-dafachronic acid | activation, % at 6.8 µM | actives 1.4% (n = 370,000);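 active means activation above the mean of all tested compounds plus 3 SD, cut at about 5.5% in these data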;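 further: 100% = response to 3 µM Δ7-dafachronic acid high control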
ssDAF-12 act = S. stercoralis DAF-12 nuclear receptor activators, primary screen, cell-based, luminescence, HEK293, GRIP1 co-expression, lit1-tk-luc; Nuclear hormone receptor DAF-12 (Strongyloides stercoralis); HEK293 ssDAF-12/GRIP1 lit1-tk-luc reporter; % of 3 µM dafachronic acid response; activation, % at 6.8 µM; actives 1% (n = 370,000);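 active means activation above the mean over all tested compounds plus 3 SD, cut at about 0.9% in these data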;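 further: 0% = DMSO-only wells and 100% = 3 µM delta7-dafachronic acid wells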
Rev-erbA mod = modulators of Rev-erb alpha DNA binding, primary screen, biochemical, FITC-DNA, fluorescence polarization, uHTS; Nuclear receptor subfamily 1 group D member 1 (Homo sapiens), P20393; Rev-erbα–FITC-DNA binding, 90 min; activity, % at 10 µM; actives 0.79% (n = 370,000); AID 1259318, 2017;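 active means activity above about 14%, limit read from the data; passing the limit was not always enough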;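 further: 0% = DMSO wells with 35 nM protein and 100% = DMSO wells with 750 nM protein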
SMARCA2 act = SMARCA2 (BRM) function activators, primary screen, cell-based, luminescence, high throughput | MG213 cells, MMTV-luciferase reporter, dexamethasone, overnight | activation, % at 9.1 µM | actives 1% (n = 370,000); in the data active means activation above about 7.8%;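 further: 0% = vehicle wells and 100% = reference activator wells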
Starred values were filed as active, the others as inactive; . = no result given; & = joins results of further samples.

SMILES | DAX1 inh-1 | hgDAF-12 ag | PLCg1 inh | DAX1 inh-2 | MBD2 inh | PLC-beta3 inh | ADAM17 inh | hcDAF-12 act | ssDAF-12 act | Rev-erbA mod | SMARCA2 act
Cc1ccc(NC(=O)C(c2ccccc2)N2CCN(CC(=O)N3CCOCC3)CC2)cc1 (stereo not drawn) | 0.0 | 1.9 | 0 | -0.8 | 9 | -11 | -4 | 0.9 | -0.6 | 2 | 2
O=C(Nc1ccc(Br)cc1)c1cc(-c2cccs2)on1 | -0.1 | 1.0 | -2 | 0.1 | 3 | -8 | -4 | -1.3 | -0.9 | 12 | 1
O=C(CSc1nnc(-c2cccnc2)n1Cc1ccco1)N1CCc2ccccc21 | -0.3 | -1.9 | 0 | -0.1 | 1 | 0 | -2 | -0.6 | -1.1 | -2 | -4
O=C(COC(=O)c1c[nH]c(=O)[nH]c1=O)NCc1ccccc1 | 1.1 | -1.1 | 1 | -0.6 | 1 | -2 | -5 | -0.5 | -0.6 | -1 | 1
CC(C)C[C@H]1CN([C@@H](Cc2ccc(O)cc2)CN2CCC[C@H]2CN2C(=O)C(=O)NC[C@@H]2Cc2ccccc2)C(=O)C(=O)N1CC1CCCCC1 | . | -0.4 | 0 | 0.8 | 0 | 0 | -2 | 2.5 | -1.4 | -1 | -5
CC1(C)NC(=O)N(c2ccc([N+](=O)[O-])c(C(F)(F)F)c2)C1=O | 2.8 | -0.5 | 0 | -1.9 | -3 | 1 | -3 | -0.4 | -1.6 | 5&1 | -3
Cc1ccc(OCC(=O)NCCCNC(=O)c2cnccn2)cc1C | -1.3 | -2.0 | -2 | -0.1 | -4 | -4 | -1 | -2.1 | -0.7 | -7 | -3
Cc1ccc(S(=O)(=O)C2(C(=O)NC3CCCCC3)CC2)cc1 | 0.2 | -0.4 | 4 | 0.1 | 0 | -5 | 1 | -0.6 | -0.7 | 2 | 5
CCN(c1ccc(OCC(=O)OCC(=O)c2c(N)n(C)c(=O)n(C)c2=O)cc1)S(=O)(=O)c1ccccc1 | 0.4 | -1.4 | -1 | 5.2* | 5 | 0 | -2 | -0.6 | -0.9 | -2 | -3
CCc1ccc(NC(=O)Cn2nnc(C(=O)NCc3ccco3)c2N)cc1 | -0.1 | 0.1 | 3 | 0.1 | 2 | -5 | 0 | 0.9 | -0.9 | -2 | -2
CCCc1cc(-c2n[nH]c(C(=O)OCC)c2-c2cscn2)c(O)cc1O | -0.8 | -4.8 | 2 | -0.9 | 2 | 3 | 1 | -2.8 | -1.2 | 0 | -5
COc1cc(/C=C/C(=O)OCC(=O)Nc2ccc(S(N)(=O)=O)cc2)ccc1O | 0.0 | -1.9 | -40 | 0.2 | -2 | -94 | -19 | -1.0 | -1.3 | -6 | 0
CN1C(=O)[C@H]2[C@@H](c3ccc(C(F)(F)F)cc3)N[C@]3(CCCN(Cc4cccn4C)C3=O)[C@H]2C1=O | 0.9 | -1.3 | 6 | 0.2 | -5 | -1 | 3 | 0.6 | -0.6 | -1 | -6
COc1cc(/C=N/NC(=O)Cn2cnc3c2c(=O)n(C)c(=O)n3C)ccc1O | -0.5 | -1.2 | -2 | -0.2 | -4 | 0 | -7 | 1.4 | -0.9 | 0 | -2
CCOC(=O)N1CCN(C(=O)c2ccc(CS(=O)(=O)c3ccccc3OC)o2)CC1 | 1.1 | -1.4 | 6 | -0.9 | 0 | 0 | -4 | -2.2 | -0.3 | 7 | 4
Cc1cc(C(=O)CSc2nnc(N)s2)c(C)n1CCc1ccc(F)cc1 | -0.7 | 3.4 | 6 | -1.1 | 9 | -5 | -2 | 0.1 | -1.4 | -7 | -2
CN(c1ccc(C(=O)NCc2cccnc2)cc1)S(=O)(=O)c1ccc(Cl)cc1 | 0.1 | -3.9 | -197 | -3.8 | 6 | -3 | -4 | -2.6 | -1.2 | -4 | 0
C=CCn1c(SCCC(=O)O)nnc1-c1cccs1 | -1.1 | 0.8 | 5 | -0.4 | -2 | 3 | -3 | -1.2 | -1.3 | 7 | 1
CC(C)C[C@H]1CN([C@@H](CC(C)C)CN2CCC[C@@H]2CN2C(=O)C(=O)NC[C@@H]2Cc2ccccc2)C(=O)C(=O)N1CCc1ccccc1 | -0.7 | 5.0 | 0 | -1.3 | -4 | 3 | 2 | -0.4 | -1.2 | 1 | -2
COc1ccc(Cc2c(-c3ccccc3)nc3ccc(Br)cn23)c(C)c1 | . | 13* | -13 | 0.9 | 4 | -19 | -5 | 1.2 | -0.3 | 2 | 2
O=C(COc1ccccc1)Nc1ccc(CN2CCCCC2)cc1 | -1.1 | 0.5 | -2 | 0.3 | 4 | -7 | -5 | 0.5 | -1.4 | 2 | -3
COc1ccc(S(=O)(=O)N(C)C[C@H]2Oc3ncc(-c4ccncc4)cc3C(=O)N([C@@H](C)CO)C[C@@H]2C)cc1 | 0.6 | 0.4 | 4 | -0.5 | -6 | 5 | -2 | -1.4 | -1.1 | 0 | -2
Cc1cc(OC(=O)c2c(C)cc(OC(=O)c3c(C)cc(O)cc3O)cc2O)cc(O)c1C(=O)O | -0.1 | 1.5 | 3 | 0.3 | 7 | -2 | -5 | -1.1 | -1.4 | -7 | -2
COc1ccc(C2/C(=C(/O)c3ccc(C)cc3)C(=O)C(=O)N2CCCN2CCOCC2)cc1 (stereo not drawn) | 1.8 | 0.4 | -4 | 0.0 | 0 | -8 | -1 | -1.1 | -1.3 | 0 | 0
Cc1ccsc1/C=N/N1CCN(Cc2ccccc2)CC1 | 0.7 | 3.3 | 5 | -0.1 | -1 | 4 | 0 | 0.3 | -0.2 | 0 | 4
CC1CCCC(NC(=O)C2CCC(CNc3c(N4CCCCC4)c(=O)c3=O)CC2)C1C (stereo not drawn) | 0.9 | 0.9 | 0 | -0.5 | 3 | -3 | -6 | -2.4 | -1.9 | -2 | 0
C=C(C)Cn1c2ccc(NC(=O)CCc3cccc(Cl)c3)cc2c(=O)n1C | . | -1.8 | -285 | -0.4 | -7 | -377 | -484 | -1.6 | -1.8 | -2 | -4
CC1(C)CC2(C)OCCN2C(=S)N1 (stereo not drawn) | 0.0&-0.4 | -1.9&-0.2 | 3&3 | 0.7&0.1 | -1&1 | 1&-1 | 1&0 | 0.0&0.8 | -1.1&-0.7 | -1&6 | 3&-4
O=C(CN1CCc2cc3c(cc2C1)OCCCO3)Nc1c(F)cccc1F | -0.1 | -3.9 | -4 | -6.5 | 4 | -10 | -2 | -3.5 | -1.7 | 3 | -2
CCCc1c(O)c2ccccc2[nH]c1=O | -1.2 | 0.8 | -8 | -0.1 | -1 | -7 | -13 | -0.3 | -1.0 | -6 | 2
Cn1c(Cn2nnc3ccccc32)nnc1SCC(N)=O | 0.3 | -0.8 | -1 | -0.2 | 5 | -6 | -5 | -0.5 | -1.1 | -1 | -1
Cc1cccc(-n2c(N)cc(=O)nc2SCC(=O)Nc2cc(C)on2)c1 | 0.7 | -0.5 | -2 | 0.2 | 3 | 1 | -7 | -2.1 | -0.1 | 0 | -5
Cc1nc(N2CCN(c3ccccn3)CC2)c2c(C)c(C(=O)Nc3ccc(F)cc3)sc2n1 | 1.5 | -1.4 | -1 | -0.6 | -2 | -7 | -1 | -1.1 | -1.8 | 3 | -1
O=C(O)C1CCN(C(=O)CSc2nnc3ccccn23)CC1 | 1.3 | 0.2 | -2 | 0.4 | -2 | -9 | -5 | -0.2 | -0.8 | 5 | -1
CCOC(=O)C(Sc1cc(-c2ccccc2)nc2ncnn12)C(C)=O (stereo not drawn) | -1.0 | -2.2 | 0 | 0.0 | 1 | -8 | -1 | -0.5 | -1.8 | 0 | -1
CN(CC(=O)Nc1cccc(F)c1)C(=O)Cc1ccsc1 | 0.8 | 2.2 | -4 | -0.5 | 5 | -5 | -5 | 1.3 | -0.7 | -5 | -6
O=S(=O)(Nc1ccc(-n2cnnn2)cc1)c1cccs1 | -0.5 | -1.3 | -2 | 0.8 | 1 | -1 | 0 | -0.4 | -0.5 | -6 | 3
Cc1cc(C)c2nc(SCC(=O)NCCN3C(=O)CSC3=O)cc(C)c2c1 | -0.5 | 0.2 | 2 | -0.1 | -1 | -2 | -2 | -3.1 | -1.4 | 13 | -2
CC1(CC(=O)N/N=C/c2cc([N+](=O)[O-])c(O)cc2O)OCCO1 | . | 2.5 | 9.6* | -0.4 | -9 | 4 | 3 | -1.0 | -1.2 | -15 | 0
C=C1C(=O)OC2C1CCC(C)=CCCC1(C)OC21 (stereo not drawn) | . | 3.4 | 0 | 3.2 | 6 | -5 | -6 | 0.9 | -1.0 | -1 | -3
CC1(C)CC(=O)C=C(c2ccc(COC(=O)C3CC3)cc2)C1=O | 2.8 | 7.2 | -3 | -0.8 | 5 | -2 | -1 | 0.9 | -0.8 | 3 | 6
CC(C)N(C(=O)COC(=O)[C@H](C)NC(=O)c1ccco1)c1ccccc1 | 4.2 | 0.7 | -4 | 0.7 | 7 | -2 | -5 | -1.4 | 0.0 | -1 | 1
Cc1ccc(NC(=O)COC(=O)c2cc(=O)c3cc(F)ccc3o2)cc1 | 1.8 | -1.1 | 3 | 1.5 | 1 | 4 | -1 | 0.2 | -0.9 | 1 | 3
CC(=O)NC(CCS(C)(=O)=O)C(=O)Nc1cc(C)ccc1C (stereo not drawn) | -0.1 | -1.2 | 1 | 0.5 | -2 | 3 | 0 | 1.1 | -0.9 | 2 | -2
N#Cc1ccccc1NC(=O)c1ccccc1OCC(=O)Nc1ccc2c(c1)oc1ccccc12 | 1.6 | 4.3 | -2 | -1.1 | 3 | -3 | 0 | 3.2 | -0.4 | 2 | -3
CCCc1cc(O)c2c(C)cc(=O)oc2c1 | -0.7 | -0.3 | -114 | -0.1 | 1 | -141 | -1 | -2.5 | -0.4 | 0 | -3
